Screening results deposited in PubChem BioAssay by National Center for Advancing Translational Sciences (NCATS).
Eya2 phos inh – qHTS Assay for Inhibitors of the Phosphatase Activity of Eya2; 0.006% of 330,000 active; AID 488837, 2010; Potency, µM (highest dose often 76.9 µM), inactives show top-dose activity, negative = inhibition, most hits filed as inhibitors; recombinant Eya2, OMFP fluorescence dephosphorylation (OMFP is methylfluorescein phosphate); note: potency is the fitted concentration of half-maximal effect; % is set by controls: 0 for no effect and ±100 for the full control effect
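Eya2 protein (added as 0.2 uM solution) was preincubated with compound for 10 min at ambient temperature in 50 mM HEPES pH 7.5, 50 mM NaCl, 5 uM MgCl2, 0.05% BSA, 1 mM DTT. OMFP (added at 50 uM) then reacted 10 min; fluorescence read at 485/525 nm.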
TSHR antag – Antagonists of the Thyroid Stimulating Hormone Receptor: HTS campaign; AID 504810, 2011; 0.2% of 330,000 active; TSHR-expressing cells, TSH-stimulated cAMP HTRF, 2 h; active compounds read low; Thyrotropin receptor (Homo sapiens), P16473; activity change, negative = inhibition, % at 11.5 µM;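 active = activity change below a set negative limit, meaning inhibition stronger than a set level, cut at about -70% in these data; inconclusive = activity change between two set negative limits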; note: % is set by controls: 0 for no effect and ±100 for the full control effect
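TSHR-expressing cells were treated with compounds, then stimulated with TSH at EC80 (4nM final) for 2 hours at 37 deg C. Cellular cAMP was measured by HTRF competition between lysate cAMP and cAMP-d2 for a cryptate-labelled anti-cAMP antibody.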
Mito fusion yeast – qHTS Assay for Small Molecule Inhibitors of Mitochondrial Division or Activators of Mitochondrial Fusion. S. cerevisiae fusion-defective mutant growth rescue, CellTiterGlo 48 h. Potency, µM (series often up to 46.1 µM), without a hit: at the highest dose growth rescue (activation), hits mostly activators. 0.23% of 320,000 active;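 note: potency is the fitted concentration of half-maximal effect; % of control where 0% means no effect; nearly all actives have a fitted effect of over 45% in size; temperature-sensitive fusion mutants such as fzo1-1 at 37 °C on non-fermentable ethanol glycerol medium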
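Read-out: ATP-based luminescence (CellTiterGlo, 10 min ambient) reporting growth of fusion-defective ts yeast after 48 hours at 37C on glycerol/ethanol YPEG medium in the presence of compound.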
Chronic BCR inh – qHTS Assay to Find Inhibitors of Chronic Active B-Cell Receptor Signaling. ABC-DLBCL IkBa-CBG/CBR reporter, luminescence ratio, 4 h. Potency, µM (top dose mostly 46.1 µM), without a hit: at the highest dose ratio change, negative = lower green/red ratio, hits mostly inhibitors. 0.05% of 340,000 active; active = well fitted inhibition curve with a large enough effect in the signal ratio, with a control signal flat, not every such curve was filed as active; inconclusive = small, poorly fitted or top-dose-only effect, or effect the other way, or a change in a side signal; the % refers to the signal ratio;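 note: potency is the fitted concentration of half-maximal effect; plate controls were basal doxycycline-induced cells for no effect and cells given 10 µM MG132 for full effect; MG132 reads +100%, hits lower the ratio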
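TMD8 ABC-DLBCL cells carrying doxycycline-inducible green luciferase fused to IkappaBalpha plus unfused red luciferase were exposed to compounds (up to 46 uM) for 4 hrs at 37C. Activity came from the overlap-corrected green/red luminescence ratio.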
GALK inhibitor – qHTS Assay for Inhibitors of Human Galactokinase (GALK); P51570; Purified GALK, Kinase-Glo residual ATP luminescence; Potency, µM (top dose mostly 57.5 µM), inactives show at the top dose activity change, negative = inhibition, most hits filed as inhibitors; 0.007% of 270,000 active; note: potency is the fitted concentration of half-maximal effect; % is set by controls: 0 for no effect and ±100 for the full control effect
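Compounds were pin-transferred into ATP buffer (35 uM final), then GALK plus galactose (5 nM, 100 uM final) was added. After 1 h at room temperature, Kinase-Glo Plus was added and luminescence read after 10 min.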
ASM inhibitor – Inhibitors of Secretory Acid Sphingomyelinase (S-ASM): qHTS. Sphingomyelin phosphodiesterase (Homo sapiens), P17405. placental ASM, HMU-PC fluorogenic substrate, 60 min. Potency, µM (doses to about 57.5 µM), inactives show top-dose activity change, negative = inhibition, actives largely listed as inhibitors. 0.006% of 340,000 active; note: potency is the fitted concentration of half-maximal effect
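Fluorescence read-out (Ex 386 nm, Em 447 nm) after stopping the reaction at pH 10. Enzyme: ASM from human placenta; substrate HMU-PC0, 9 uM final; 60 min, 37 °C. Compound preincubation 10 min, ambient temperature.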
PKM2 act – qHTS Assay for Activators of Human Muscle isoform 2 Pyruvate Kinase | Pyruvate kinase PKM (Homo sapiens), P14618 | AID 1631, 2009 | purified PKM2, Kinase-Glo ATP luminescence, activation; response scale: 0% is enzyme alone, no compound | 0.34% of 260,000 active | Potency, µM (top dose mostly 57.5 µM), for the others: at the highest dose activation, hits mostly activators; note: potency is the fitted concentration of half-maximal effect; % is set by controls: 0 for no effect and ±100 for the full control effect; nearly all actives have a fitted effect of over 55% in size
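Purified hPK-M2 (>95%) run at intermediate activity with 0.1 mM ADP and 0.5 mM PEP in 50 mM imidazole pH 7.2, KCl, MgCl2; 1 h room temperature. ATP formed read by Kinase-Glo luminescence; normalized to uninhibited and no-enzyme controls.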
MBNL1-CUG inh – qHTS Assay for Inhibitors of MBNL1-poly(CUG) RNA binding; TR-FRET MBNL1-His/biotin-(CUG)12 binding, 665/545 ratio; Potency, µM (series often up to 57.5 µM), for inactives: top-dose activity change, negative = inhibition, actives largely listed as inhibitors; 0.036% of 280,000 active; AID 2675, 2010; active = well fitted inhibition curve with a large enough effect in the signal ratio, with a control signal flat, not every such curve was filed as active; inconclusive = small, poorly fitted or top-dose-only effect, or effect the other way, or a change in a side signal; inactive = no such curve, though single readings can be large or run the other way; the % refers to the signal ratio; note: potency is the fitted concentration of half-maximal effect; % is set by controls: 0 for no effect and ±100 for the full control effect
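Ratiometric TR-FRET (665 over 545 nm, excitation 340 nm) tracks disruption of MBNL1-His/biotin-(CUG)12 complex after 60 min at room temperature, with compounds at 92 nM to 58 uM final.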
Menin MLL FP TR – qHTS Assay for Inhibitors Targeting the Menin-MLL Interaction in MLL Related Leukemias: Competition With Texas Red Labeled MLL-derived Mutant Peptide; O00255; Menin + Texas Red MLL mutant peptide, fluorescence polarization; Potency, µM (top dose mostly 61.6 µM), inactives show top-dose FP activity change, negative = inhibition, usual class: inhibitors; 0.23% of 270,000 active; active = well fitted inhibition curve with a large enough effect in the polarisation, with a control signal flat, not every such curve was filed as active; inconclusive = small, poorly fitted or top-dose-only effect, or effect the other way, or a change in a side signal; inactive = no such curve, though single readings can be large or run the other way; the % refers to the polarisation; note: potency is the fitted concentration of half-maximal effect; % of control where 0% means no effect; many of its hits are not listed in these tables
hERG WT inh – qHTS for Inhibitors of KCHN2 3.1: Wildtype qHTS. Voltage-gated inwardly rectifying potassium channel KCNH2 (Homo sapiens), Q12809. U2OS, BacMam KCNH2, thallium flux FluxOr; active compounds read low. activity change, % at 1.84 µM. 0.37% of 340,000 active. AID 720551, 2013;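 active = maximum activity change below -70%; inconclusive = maximum activity change between -70% and -50%; inactive = maximum activity change above -50%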; note: % is set by controls: 0 for no effect and ±100 for the full control effect
Target sequence (Q12809 whole entry, looked up): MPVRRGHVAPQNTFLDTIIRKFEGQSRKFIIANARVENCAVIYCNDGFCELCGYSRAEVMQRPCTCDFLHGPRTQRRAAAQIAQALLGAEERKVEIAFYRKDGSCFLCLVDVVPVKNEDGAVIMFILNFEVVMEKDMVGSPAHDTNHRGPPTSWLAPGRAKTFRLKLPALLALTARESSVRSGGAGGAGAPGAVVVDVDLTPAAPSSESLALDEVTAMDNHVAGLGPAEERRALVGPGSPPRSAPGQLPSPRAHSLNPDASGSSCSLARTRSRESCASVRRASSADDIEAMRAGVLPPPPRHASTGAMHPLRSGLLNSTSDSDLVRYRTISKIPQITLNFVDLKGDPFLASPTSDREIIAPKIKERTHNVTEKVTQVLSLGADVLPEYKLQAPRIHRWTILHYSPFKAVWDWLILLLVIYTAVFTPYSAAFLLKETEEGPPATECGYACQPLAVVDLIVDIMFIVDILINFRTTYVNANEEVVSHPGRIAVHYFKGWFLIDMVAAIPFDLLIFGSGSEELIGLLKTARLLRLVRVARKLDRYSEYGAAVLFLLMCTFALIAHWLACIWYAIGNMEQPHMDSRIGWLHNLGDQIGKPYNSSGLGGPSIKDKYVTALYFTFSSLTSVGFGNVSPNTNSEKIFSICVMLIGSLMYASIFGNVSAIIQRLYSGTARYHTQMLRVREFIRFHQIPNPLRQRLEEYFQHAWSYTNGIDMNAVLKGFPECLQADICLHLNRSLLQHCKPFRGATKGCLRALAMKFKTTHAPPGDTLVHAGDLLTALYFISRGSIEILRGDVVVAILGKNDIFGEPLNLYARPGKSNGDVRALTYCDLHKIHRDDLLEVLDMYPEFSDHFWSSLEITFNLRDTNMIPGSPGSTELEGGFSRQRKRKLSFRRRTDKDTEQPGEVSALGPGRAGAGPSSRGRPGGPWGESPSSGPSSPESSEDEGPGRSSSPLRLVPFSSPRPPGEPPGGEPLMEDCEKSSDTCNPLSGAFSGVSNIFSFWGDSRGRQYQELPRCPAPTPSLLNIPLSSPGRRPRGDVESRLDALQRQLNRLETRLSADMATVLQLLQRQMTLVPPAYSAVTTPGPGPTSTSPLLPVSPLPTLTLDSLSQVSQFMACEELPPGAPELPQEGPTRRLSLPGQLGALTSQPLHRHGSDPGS
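U2OS cells were transduced with wild-type KCNH2 virus (2.03 x 10^8 / mL) for 4 h at room temperature, then cultured overnight at 37 C. Thallium flux was read with FluxOr dye. Rate constants were normalized to DMSO controls.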
USP2a block – qHTS Assay for Inhibitors of Ubiquitin-specific Protease USP2a Using CHOP2 as the Reporter | Ubiquitin carboxyl-terminal hydrolase 2 (Homo sapiens), O75604 | USP2 core, Ub-CHOP2 coupled fluorogenic reporter, 485/531 | Potency, µM (titrated, usually from 38.3 µM), for the others: at the top dose activity change, negative = inhibition, hits mostly inhibitors | 0.01% of 330,000 active;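 note: potency is the fitted concentration of half-maximal effect; plate controls were DMSO wells for no effect and full inhibition by NEM control for full effect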
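Deubiquitinase activity read as fluorescence (485/531 nm) after Ub-CHOP2 cleavage activates the enterokinase reporter on its substrate; USP2 core 10nM, Ub-CHOP2 and substrate 25nM each, 30min compound preincubation then 60min RT; data normalized to NEM, curves fitted.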
An asterisk follows results filed as active; i = inactive; u = inconclusive; x = not tested or not shown; [ ] = dose if it differs, or a comment. Unless noted, calls come from the whole dose curve; as a rule, active = well fitted curve in the direction sought with a large enough effect; inconclusive = small, poorly fitted or top-dose-only effect, or another doubt; inactive = no such curve, though single readings can be large; an effect the other way counts as inactive or inconclusive. Only part of the results is shown, so the mix of outcomes need not match the whole.

SMILES | Eya2 phos inh | TSHR antag | Mito fusion yeast | Chronic BCR inh | GALK inhibitor | ASM inhibitor | PKM2 act | MBNL1-CUG inh | Menin MLL FP TR | hERG WT inh | USP2a block
CCN1C(=O)[C@@H]2[C@@H](c3ccc(SC4CCCCC4)cc3)N3CCCC[C@@]3(C(=O)OC)[C@@H]2C1=O | 24% | -15 | u | -1% | x | 8% | x | x | x | -5 | 3%
Cc1cc(C)nc(SCC(=O)Nc2ccc(S(=O)(=O)N3CCCCC3)cc2)n1 | 6% | 12 | 0% | 2% | -1% | 0% | -4% | -1% | 0% | 16 | 3%
Cc1ccc(C(=O)Nc2ccc(C(=O)N3CCCCC3)cc2)o1 | 8% | 0 | -16% | 4% | 18% | 2% | -55% | -1% | x | -3 | 1%
CC(=O)c1cc(N2CCOCC2)ccc1[N+](=O)[O-] | 10% | -2 | 3% | -6% | 5% | 3% | 2% | u | 10% | 0 | -1%
CSc1ccccc1NC(=O)NCCCl | 1% | -1 | -6% | 2% | 12% | -2% | 8% | -6% | -5% | 16 | -1%
COc1ccc2sc(-c3ccccc3OC)c(-c3ccc(OC)nc3)c2c1 | 4% | 4 | 23% | u | x | -3% | x | x | x | 10 | -1%
CN(C)C(=O)COC(=O)c1ccc(S(=O)(=O)NCc2ccco2)cc1 | 13% | 3 | 0% | u | x | 1% | -6% | -11% | x | 13 | 2%
C[C@]12C(=O)N(c3ccccc3)C(=O)N1[C@H]1c3ccccc3OC[C@@H]1[C@H]2c1ccccc1 | 15% | -12 | x | u | x | -3% | x | x | x | -46 | -1%
CCOC(=O)c1cnc2cc(-c3ccc(Cl)cc3)nn2c1N | 7% | 13 | 2% | 3% | -3% | -2% | -1% | 0% | 5% | -8 | 2%
C=CCNC(=O)CC(C)C(CCCCC)C(=O)O (stereo not drawn) | -15% | 9 | -1% | 1% | -1% | 0% | -11% | 2% | 10% | -16 | -1%
COC(=O)Nc1c(-c2ccccc2)nc2ccc(Cl)cn12 | -6% | -7 | 1% | u | 6% | -3% | -1%[11.5 µM] | 4% | -12% | -2 | 2%
COc1cccc(N2CCN(S(=O)(=O)c3ccc4c(c3)CC(C)N4C(=O)C3CC3)CC2)c1 (stereo not drawn) | -10% | 3 | u | 18% | -2% | -3% | x | 0% | 20% | 2 | -6%
CN(c1ccccc1)c1ccc(/C=C/[N+](=O)[O-])cc1 | -5% | -29 | -27% | u | x | -11% | 8% | u | 3% | -14 | -5%
CCCCCCCCCCCCCCCC(=O)NCCc1c[nH]c2ccccc12 | -2% | 7 | 0% | -7% | 0% | -5% | -1% | -3% | -4% | 3 | 0%
COc1ccc(OC)c(C2CC(=O)Nc3n[nH]c(-c4ccccc4)c32)c1 (stereo not drawn) | 6% | 6 | 3% | u | 3% | 2% | -10% | 0% | -6% | 3 | 3%
C[C@H]1CN=C(Nc2ccccc2)N1CC1CCC1 | 10% | -4 | 5% | -4% | x | 6% | -2% | -6% | 4% | -4 | 7%
Cc1cccc(NC(=O)CCC(=O)N/N=C/c2ccco2)c1 | 3% | 13 | -5% | 1% | 0% | 1% | -3% | x | -6% | 11 | 2%
CN(C)CCCNc1oc(/C=C/c2cccs2)nc1S(=O)(=O)c1ccccc1 | 17% | 5 | -2% | -11% | 3% | i | x | u | -24% | 69 | -2%
COc1ccc(CNC(=O)C/C(C)=N/NC(=O)c2cc(OC)cc(OC)c2)cc1 | -5% | -2 | -6% | x | 5% | x | x | -1% | -7% | x | 1%
CC(C)N(Cc1cnn(C)c1)C(=O)C1CCC(=O)N(CCc2cccc(F)c2)C1 (stereo not drawn) | 1% | 15 | 0% | 8% | -3% | 2% | -2% | -5% | x | -9 | 1%
O=C(CSc1nnc(-c2ccc(F)cc2)o1)Nc1ccc(S(=O)(=O)N2CCCC2)cc1 | 14% | 1 | 0% | -1% | 2% | -8% | -6% | -19% | 25% | 9 | -4%
Cc1ccc(NCC(=O)N/N=C/c2c[nH]c3ccccc23)cc1 | -27% | -7 | 13% | -4% | 0% | -4% | 1% | x | u | -1 | -7%
O=C(CSc1nc(=O)n2ccccc2n1)NCc1ccccc1 | -1% | 11 | -4% | 3% | x | -2% | x | x | x | 1 | -2%
Cc1cccc(NS(=O)(=O)c2cc([N+](=O)[O-])ccc2C)n1 | 1% | 4 | 1% | -2% | -1% | 6% | 8% | u | 9% | -6 | 5%
CCOC(=O)C(=O)Nc1ccc(S(=O)(=O)Nc2ncccn2)cc1 | 0% | 6 | -2% | -13% | -1% | 2% | 2% | 0% | -1% | -3 | 4%
COc1ccc(CN(CC2CCC(C(=O)O)CC2)C(=S)Nc2cc(C)ccc2C)cc1 (stereo not drawn) | -1% | -1 | 1% | 1% | 0% | -4% | -2% | u | 0% | 23 | 0%
CCOC(=O)C1(Cc2ccccc2C)CCCN(C(=O)COC)C1 (stereo not drawn) | -28% | 7 | -2% | 5% | 2% | 6% | 0% | -9% | -14% | 7 | -1%
COc1cccc(CNC(=O)CCC2CCCN(C(=O)C3CCOCC3)C2)c1 (stereo not drawn) | 1% | -10 | 2% | 1% | 8% | 4% | 0% | 13% | -13% | -3 | 1%
COc1ccc2[nH]c3c(c2c1)CCNC3c1ccc([N+](=O)[O-])o1 (stereo not drawn) | 20% | -5 | 4% | 10% | x | -14% | x | u | 16% | 3 | 11%
Cc1ccc(OCCN(C)C(=O)C2CCC(=O)N(CCCN3CCOCC3)C2)cc1 (stereo not drawn) | 10% | 26 | 1% | 3% | 3% | 3% | 0% | -2% | 5% | 9 | 1%
O=[N+]([O-])c1cccc(Nc2c3ccccc3nc3ccccc23)c1 | 1% | -8 | 19% | -4% | -6% | i | 4% | u | -4% | -37 | 0%
COc1cc(-c2[nH]ncc2CN2CCN(c3cccc(C)n3)CC2)cc(OC)c1OC | 4% | -3 | -7% | -11% | -1% | -1% | 3% | -9% | x | 12 | 2%
O=C(/C=C/c1ccc([N+](=O)[O-])s1)N1CCCCC1 | -2% | 5 | -10% | 8% | 6% | -3% | -2% | u | -9% | 12 | 4%
COc1ccc2c(c1OC)C(=O)N1c3ccccc3C(=O)N(c3ccccc3F)C21 (stereo not drawn) | -40% | -23 | 1% | 7% | 1% | -1% | -1% | -2% | -2% | 5 | 0%
O=C1S/C(=C/c2ccc(N3CCOCC3)o2)C(=O)N1Cc1ccc(F)cc1 | 3% | -7 | 0% | 8% | -3% | -2% | 2µM* | -3% | -1% | -25 | 1%
Cc1ccc(C(=O)NC2CCC(C)CC2)s1 (stereo not drawn) | -9% | -9 | 5% | u | x | 0% | x | x | x | 4 | 0%
Cc1ccc(-c2nnnn2-c2ccc(C)cc2)cc1 | -11% | 1 | 1% | 3% | 0% | -7% | -2% | -1% | -1% | -3 | -6%
Cc1ccc(Nc2nc3ccccc3nc2Nc2c(C)n(C)n(-c3ccccc3)c2=O)cc1 | -11% | -1 | 19% | 0% | x | 338%[activator] | 0% | 10% | 11% | -2 | 1%
O=C(O)Cn1nnc(COc2ccccc2)n1 | -6% | 30 | -2% | 2% | -1% | 3% | -6% | 0% | 0% | 9 | 1%
